DRD3 agonist – activates the human D3 dopamine receptor; max activation, %; P35462; actives 0.58% (n = 410,000); D3R DiscoveRx beta-arrestin cells, luminescence, 90 min; in the data active = max activation above about 30%; note: 0% is about no effect; mostly tested at two doses, the higher about 12 µM
Target sequence (P35462 whole entry, looked up): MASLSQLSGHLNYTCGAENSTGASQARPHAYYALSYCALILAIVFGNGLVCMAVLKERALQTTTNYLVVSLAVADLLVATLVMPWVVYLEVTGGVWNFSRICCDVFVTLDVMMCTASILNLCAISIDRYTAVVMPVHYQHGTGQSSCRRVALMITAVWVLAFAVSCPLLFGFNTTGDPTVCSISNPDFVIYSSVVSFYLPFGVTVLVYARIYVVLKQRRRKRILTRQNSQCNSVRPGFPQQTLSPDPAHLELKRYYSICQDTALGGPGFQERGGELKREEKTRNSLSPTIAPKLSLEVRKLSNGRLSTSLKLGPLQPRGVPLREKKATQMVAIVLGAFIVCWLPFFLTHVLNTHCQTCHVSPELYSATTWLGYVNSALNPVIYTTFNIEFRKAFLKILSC
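Agonist mode: compounds and dopamine controls were applied to plated cells for 90 min at 37 degrees C after an overnight attachment at 1500 cells/well. Luminescent read-out followed 30 - 60 minutes at room temperature with DiscoveRx detection reagent.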
MCF10A rerep – induces DNA re-replication in MCF 10a normal breast cells | MCF 10A DNA re-replication, Hoechst nuclear intensity, 48 h | Potency, µM (highest dose often 46.1 µM), for the others: at the highest dose activity, positive = re-replication, most hits filed as activators | actives 2.9% (n = 350,000) | AID 624296; note: potency is the fitted concentration of half-maximal effect; % of control where 0% means no effect; nearly all actives have a fitted effect of over 50% in size
SW480 rereplic – DNA re-replication induction in SW480 cells; SW480 DNA re-replication, Hoechst DNA content imaging, 48 h; Potency, µM (top dose mostly 46.1 µM), without a hit: at the top dose re-replication activation, usual class: activators; actives 1.8% (n = 340,000); note: potency is the fitted concentration of half-maximal effect; % of control where 0% means no effect; nearly all actives have a fitted effect of over 55% in size
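Image-based read-out: total Hoechst fluorescence of nuclei (405 nm excitation, 500-530 nm emission), with hits raising the fraction of high-intensity nuclei. SW480 colon cells incubated 48 hr with compounds at 37 C.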
GLP1R cytotox – cytotoxicity counter-screen for GLP-1 receptor inverse agonists; Potency, µM (titrated, usually from 38.3 µM), inactives show top-dose activity change, negative = inhibition, most hits filed as inhibitors; HEK293 cAMP-luciferase reporter cells, luminescence, 24 h; actives 0.13% (n = 410,000); AID 624418;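 note: loss of luciferase light is scored as toxicity; potency is the fitted concentration of half-maximal effect; % is set by controls: 0 for no effect and ±100 for the full control effect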
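Step one: seed cells (200 cells/uL, DMEM with 10% Nu serum, 1% pen-strep). Step two: 12-hour incubation at 37 deg C. Step three: pin 23 nL compound, incubate 24 hr. Step four: add luciferase reagent, read luminescence 12 min later.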
HT1080NT lethal – kills 2HG-producing HT-1080-NT fibrosarcoma cells | HT-1080-NT fibrosarcoma viability, CellTiter-Glo ATP luminescence, 48 h | Potency, µM (highest dose often 46.1 µM), inactives show at the top dose activity, negative = less viability, usual class: cytotoxic | actives 1.6% (n = 360,000);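 note: NT is the 2HG producing partner of a matched IDH1 knockdown line; potency is the fitted concentration of half-maximal effect; 0% = DMSO-treated cells and -100% = media-only wells without cells; nearly all actives have a fitted effect of over 55% in size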
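Read-out is CellTiter-Glo luminescence after 10 minutes at room temperature, following 48 hours' compound treatment of HT-1080-NT cells (750 cells/well, RPMI, 5% FBS, 37 degrees C).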
KB-V1 cytotox – KB-V1 MDR subline cytotoxicity. actives 3.4% (n = 400,000). AID 1347076. Potency, µM (highest dose often 46.1 µM), for the others: top-dose activity change, negative = cytotoxicity, most hits filed as cytotoxic. KB-V1 MDR cells viability, CellTiter-Glo, 72 h; note: potency is the fitted concentration of half-maximal effect; % is set by controls: 0 for no effect and ±100 for the full control effect; nearly all actives have a fitted effect of over 60% in size
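Readout: CellTiter-Glo luminescence, 10 min after addition. Cells: KB-V1 MDR subline, 72 h at 37 degrees C with compound. Analysis: corrected, normalized data fitted to concentration-effect curves.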
IL1B secr inh – inflammasome signaling inhibition, IL-1 beta readout; activity change, % at 57.5 µM; actives 4.7% (n = 360,000); THP-1 LPS/ATP IL-1B secretion, AlphaLISA, 16 h; hits give low values; in the data active = activity change below about -50%; inconclusive = mostly about -30% to -49%; note: % is set by controls: 0 for no effect and ±100 for the full control effect
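THP-1 cells pretreated 1 hr with compounds (up to 57.5 uM final), then stimulated with LPS (250 ng/mL final) plus ATP (1.25 mM final); secreted IL-1B measured by AlphaLISA after 16 hr, decreased signal indicating inhibition.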
HT1080 IDH1KD tx – HT-1080 IDH1 knockdown cell toxicity (counter line) | HT-1080 IDH1 knockdown viability, ATP luminescence, 48 h | Potency, µM (titrated, usually from 46.1 µM), for the others: top-dose activity, negative = toxicity, hits mostly cytotoxic | actives 2% (n = 360,000) | AID 686971;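 note: potency is the fitted concentration of half-maximal effect; 0% = DMSO wells and -100% = cell-free medium wells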
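Using the IDH1-knockdown HT-1080 line run in the same batch and compound series as the NT line, viability after 48 h at 37 °C was determined by CellTiter-Glo luminescence and expressed as % activity.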
KB-3-1 cytotox – KB-3-1 parental cell cytotoxicity | Potency, µM (series often up to 46.1 µM), inactives show at the highest dose activity change, negative = cytotoxic, actives largely listed as cytotoxic | KB-3-1 viability, CellTiter-Glo ATP luminescence, 72 h | actives 1.4% (n = 400,000); note: potency is the fitted concentration of half-maximal effect; % is set by controls: 0 for no effect and ±100 for the full control effect; nearly all actives have a fitted effect of over 60% in size
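72 h, 37 °C compound treatment of KB-3-1 parental cells; CellTiter-Glo added, 10 min, luminescence read. Data corrected against DMSO-only plates and normalized before curve fitting.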
The depositor's hits bear a star; ? = inconclusive; . = not tested or not shown; & = joins results of further samples; ! = a repeat was not active; [ ] = another dose, or the depositor's remark. Unless noted, calls come from the whole dose curve; as a rule, active = well fitted curve in the direction sought with a large enough effect; inconclusive = small, poorly fitted or top-dose-only effect, or another doubt; inactive = no such curve, though single readings can be large; an effect the other way counts as inactive or inconclusive.

SMILES	DRD3 agonist	MCF10A rerep	SW480 rereplic	GLP1R cytotox	HT1080NT lethal	KB-V1 cytotox	IL1B secr inh	HT1080 IDH1KD tx	KB-3-1 cytotox
COc1ccccc1N1CCN(c2nc3ccc(C)cc3nc2-n2nc(C)cc2C)CC1	-10	.	.	9%	.	-25%	.	.	3%
CCCC[N+](CC#CCO)(CC#Cc1ccccc1)CCCC	5	4%	-7%	-5%	-7%	-1%	-14	-18%	-26%
Cc1c(CNC(=O)C2CCC(=O)N(CCc3ccccc3)C2)cnn1C (stereo not drawn)	-13	-1%	-2%	2%	-7%	-11%	7	-1%	-7%
Cc1[nH]c2ccccc2c1/C=N/NC(=S)NCc1ccccc1	-7	?	-49%[inhibitor]	?	-22%	-2%	15	-23%	-3%
CCCc1cc(C(=O)Nc2ccccc2SC)no1	-1	5%	-10%	1%	?	0%	23	12%	24%
COc1cc(C(c2nnnn2C(C)(C)C)N2CCN(C)CC2)cc(OC)c1OC (stereo not drawn)	-12	-4%	-1%	-15%	-1%	1%	3	-3%	-3%
COc1cccc(N/C=C/c2onc(C)c2[N+](=O)[O-])c1	-1	-2%	26%	7%	8%	?	24	3%	1%
O=C(NCC1COc2ccccc2O1)C1CCCN(S(=O)(=O)c2cccc3nsnc23)C1 (stereo not drawn)	1	-2%	1%	-1%	-13%	?	-14	-1%	-1%
COc1ccc(OC)c(/C=C2\S/C(=N/NC(=O)c3ccc4ccccc4c3)NC2=O)c1	1	16µM*	2%	-1%	0%	-4%	19	5%	-1%
COc1ccc(C(=O)Oc2cc(/C=N/NS(=O)(=O)c3ccc(C)cc3)ccc2OC)cc1	-7	-4%	-4%	11%	1%	15µM*	11	12%	-3%
Cc1nn(CC(=O)NNC(=O)c2ccccc2F)c([N+](=O)[O-])c1Br	-4	0%	-4%	3%	?	0%	-11	12%	14%
N=C1C(c2nc3ccccc3s2)=C(O)CN1NC(=O)c1ccccc1[N+](=O)[O-]	-8	-4%	-5%	-5%	-8%	10%	-1	-28%	1%
O=C1C2C3C=CC(C3)C2C(=O)N1/N=C/c1ccc(-c2ccccc2[N+](=O)[O-])o1 (stereo not drawn)	-19	?	0%	-2%[1.53 µM]	-11%	-23%	1	-9%	18%
CC1(C)CC(=O)c2cnc(N)nc2C1	-1	3%	-2%	-8%	24%	10%	-21	18%	-1%
COc1ccc(-n2c(=O)c3c(c4cc(OC)ccc4n3C)n(Cc3cccc(C)c3)c2=O)cc1	-13	.	.	5%	.	-3%	.	.	5%
Cn1c(=O)c2cc(NC(=O)NCc3ccc(Cl)cc3Cl)ccc2n1Cc1ccccc1	-5	.	.	8%	-1%	3%	-60*	-5%	-6%
O=C(Cc1ccc(NC(=O)C2CCN(C(=O)C3CCCCC3)CC2)cc1)Nc1ccc(C(=O)N2CCOCC2)cc1	8	46%	3%[9.22 µM]	1%	18%	0%	?	12%	13%
CCOc1ccc(NC(=O)CSc2nnc(CNC(=O)c3ccco3)o2)cc1	5	-5%	-3%	3%	0%	-3%	4	0%	15%
COc1ccc(C(=O)NCc2cn3ccsc3n2)cc1OC	2	-1%	-17%	3%	1%	0%	-14	3%	-3%
CC(C)c1ccc(C(C(=O)NC2CCCC2)N(C(=O)c2csnn2)C2CC2)cc1 (stereo not drawn)	-22	4%	4%	-5%	2%	?	-9	-3%	-8%
Cc1cccc(C)c1-c1ccc(CN2C(CC(C)C)C(=O)N(Cc3cn(CCO)nn3)CCS2(=O)=O)cc1 (stereo not drawn)	13	?	78%	-10%	-11%	7%	-57*	-20%	11%
CC1COc2ccccc2N1C(=O)c1ccccc1Cl (stereo not drawn)	4	19%	0%	-5%	0%	11%	51	11%	-23%
N#Cc1cnc(Sc2ccccc2)nc1	-4	4%	1%	10%	-10%	?	?	-11%	7%
COCCN(C(=O)Cc1ccc(OC)c(OC)c1)c1nc(-c2cc(OC)ccc2OC)cs1	-11	?	-3%	-1%	11%	1%	39	9%	-17%
COc1cc2ccc(=O)oc2c(O[C@@H]2O[C@H](CO)[C@@H](O)[C@H](O)[C@H]2O)c1O	14&0	16µM*	8.2µM*!	.	18%&4%	15%&0%	3&-7	10%&0%	8%&3%
Cc1nnc(Nc2ccc(Cl)c(C(F)(F)F)c2)[nH]c1=O	-6	?	10%	3%	-4%	-3%	4	-3%	-15%
O=c1ccccn1Cc1c(Cl)cccc1Cl	8	-5%	-3%	-1%	12%	?	-1	-2%	0%
CCCC1=NN2C(=N)/C(=C\c3cc(C)n(Cc4ccccc4)c3C)C(=O)N=C2S1	5	23µM*	-4%	7%	-2%	2%	-1	6%	7%
COc1ccc(-n2c(-c3ccc(C)cc3)cc3c2CC(C)(C)CC3=O)c(OC)c1	3	.	.	-10%	.	0%	.	.	-16%
Cc1cccc(NC(=O)Nc2ccc3c(c2)N(C)C(=O)CS3)n1	-1	2%	-4%	-3%	0%	-5%	-56*	-3%	?
CC1(C)CC(=O)c2c(nn(-c3ccccc3)c2N)C1	0	-3%	1%	-9%	2%	13%	-26	3%	16%
CCOC(=O)c1ccccc1NC(=O)C1=COCCO1	-14	0%	-2%	0%	1%	?	-30	-4%	5%
CS(=O)(=O)N1CCN(C(=O)c2cc(-c3cccnc3)nc3ccc(Cl)cc23)CC1	-2	2%	2%	8%	-3%	-3%	43	0%	17%
Cc1cccc(C(=O)N2CCC(=O)N([C@H](COCc3cccc(C(F)(F)F)c3)Cc3ccccc3)CC2)c1	3	.	.	?	?	23µM*	-1	?	-20%
CC(C)OC(=O)CCC(=O)Nc1ccc(F)cc1	-5	-4%	-12%	-8%	1%	16%	-4	0%	9%
O=S(=O)(c1ccc(Br)s1)N1CCC(Cc2ccccc2)CC1	-5	?	?	25%	3%	9%	-3	-1%	-2%
CC(C)[C@H](NC(=O)c1ccccc1)C(=O)OCc1nnc(-c2ccccc2)o1	3	-2%	0%	19%	15%	1%	34	27%	-6%
CCOC(=O)CNS(=O)(=O)c1ccc(S(=O)(=O)N2CCCC2)cc1	7	?	-5%	5%	0%	0%	18	5%	17%
CCCCCCNC(=O)Nc1ccccc1	-3	-4%	-6%	10%	-2%[9.24 µM]	2%	-13	-7%	-18%
Cn1c2ccccc2c2cc(/C=C(\NC(=O)c3ccccc3)C(=O)O)ccc21	6	-8%	4%	-1%	-11%	5%	18	-1%	4%
Cc1cccc(NC(=O)Cn2ncc3c4ccccc4n(Cc4ccccc4)c3c2=O)c1C	8	.	.	-7%	.	?	.	.	7%
O=C(c1cc([N+](=O)[O-])ccc1N1CCCCC1)N1CCc2ccccc21	-12	3.7µM*	6.5µM*	?	?	5.8µM*	-4	2.3µM*	5.8µM*
CCCc1ccc2oc(C(=O)NCCc3cnn(C)c3)c(C)c2c1	1	6%	-5%	-2%	0%	-16%	3	0%	1%
O=C(NC1CCC1)C1CCC(=O)N(Cc2ccc(Cl)cc2)C1 (stereo not drawn)	2	.	.	7%	2%	-12%	11	3%	1%
COc1ccc(C(=O)NNC(=O)CN(C)S(=O)(=O)c2ccc(Cl)cc2)c(OC)c1OC	2	0%	-3%	22%	7%	?	-6	10%	0%
CCN(C(=O)COC(=O)c1c(C)nn(-c2ccccc2)c1C)C1CCS(=O)(=O)C1 (stereo not drawn)	21	-17%	3%	6%	-15%	11%	38	-4%	0%
Cc1cccc(C)c1-n1c(C)cc(/C=C2\NC(=O)NC2=O)c1C	6	?	-5%	-24%	-3%	-13%	22	?	1%
COc1ccc2c(COC(=O)CNS(=O)(=O)c3ccccc3)cc(=O)oc2c1	7	1%	-30%	5%	2%	0%	4	10%	?
O=C(O)/C=C\C(=O)Nc1ccccc1C(=O)N1CCC(O)(c2ccc(Cl)cc2)CC1	-2	4%	-6%	-4%	22%	15%	-8	15%	-8%
CC(NC(=O)Cn1cnnn1)C12CC3CC(CC(C3)C1)C2 (stereo not drawn)	-1	-2%	0%	0%	-1%	3%	-6	9%	11%
O=C1Nc2ccccc2-n2nnnc2C1N1CCN(C(=O)c2ccco2)CC1 (stereo not drawn)	6	.	.	21%	13%	-9%	23	3%	2%
CC(=O)Nc1ccc(-c2nnc(SCc3ccccc3C#N)n2C)cc1	0	2%	-6%	-8%	2%	3%	17	0%	-5%
COc1ccccc1-c1noc(CSc2nnc(-c3ccccc3)n2-c2ccc(C)c(C)c2)n1	4	.	.	7%	.	?	.	.	-2%
O=C(CC1N=C2c3ccccc3N=C(SCC(=O)Nc3ccc(F)cc3)N2C1=O)NCc1ccco1 (stereo not drawn)	-8	.	.	0%	.	12%	.	.	0%
COc1cc2c(C(=O)O)c(C)n(C)c2c2ccccc12	2	11%	-10%	5%	2%	15%	14	3%	-6%
COc1ccc(N2C(=O)C(CC(=O)Nc3ccc(F)cc3)N(CCc3cccs3)C2=O)cc1 (stereo not drawn)	8	-4%	-4%	2%	-2%	18µM*	-8	-9%	-4%
O=C1CN(CN2CCCCC2)C(=O)CN1CN1CCCCC1	5	.	.	-4%	7%	-2%	13	13%	13%
CCn1cc(/C=C(\NC(=O)c2ccccc2F)C(=O)NCCCN2CCOCC2)c2ccccc21	23	0%	-6%	-9%	-3%	-3%	?	4%	13%
CC(=O)Nc1ccc(C(=O)Nc2nc(-c3ccccn3)cs2)cc1	-2	17%	10%	-6%	-7%	-6%	-2	-5%	-3%

Three structures already listed, sorted by length of the SMILES, largest number first.
SMILES	DRD3 agonist	MCF10A rerep	SW480 rereplic	GLP1R cytotox	HT1080NT lethal	KB-V1 cytotox	IL1B secr inh	HT1080 IDH1KD tx	KB-3-1 cytotox
O=C1Nc2ccccc2-n2nnnc2C1N1CCN(C(=O)c2ccco2)CC1 (stereo not drawn)	6	.	.	21%	13%	-9%	23	3%	2%
CC(=O)Nc1ccc(C(=O)Nc2nc(-c3ccccn3)cs2)cc1	-2	17%	10%	-6%	-7%	-6%	-2	-5%	-3%
O=C1CN(CN2CCCCC2)C(=O)CN1CN1CCCCC1	5	.	.	-4%	7%	-2%	13	13%	13%
